Screening data (PubChem BioAssay)
C2C12 statin – protects C2C12 myotubes from simvastatin toxicity | 0.78% of 330,000 active | rescue of ATP level, % at 7.49 µM | ATP luminescence, 48 h; scaled: DMSO 0, geranylgeraniol control 100 | AID 602340;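 active = mean ATP rescue above about 67%, or every replicate alone reaching that limit, limit read from the data, passing the limit was not always enough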;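 note: myotubes were challenged with 10 µM simvastatin during compound exposure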
GSIS activator – primary screen for activators of insulin secretion dependent on glucose, INS-1E cells, GLuc reporter luminescence. activation, % at 16.6 µM. INS-1E GLuc reporter insulin secretion, 2-3 h. 0.61% of 370,000 active;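 active = lowest replicate activation of at least 40%, so every replicate reaches that level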;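 note: 0% = median of neutral control wells and 100% = median of IBMX positive control wells; some compounds called inactive have numbers as strong as hits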
FN deposit inh – fibronectin deposition inhibition. AH1F fibroblasts, Alexa488-fibronectin deposition fluorescence, overnight. inhibition, % at 12.6 µM. 0.086% of 350,000 active. AID 743247;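 active = mean inhibition across replicates of 30% or more, regardless of how many single replicates reach that level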;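 note: positive control wells lacked labelled fibronectin entirely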
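Material: AH1F fibroblast monolayer depositing Alexa488-labelled fibronectin into matrix / Amount: 10000 AH1F cells per well / Signal: fluorescence 485/525 nm / Medium: DMEM, 2% serum / Compound: single dose, pinned / Incubation: 1 h cell adhesion before compound, then overnight fibronectin incubation / Reagent: Alexa488-FN, 24 nM final / Read-out: inhibition of fibronectin deposition signal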
PGC1a acetyl inh – PGC1a acetylation modulation, inhibitor mode | inhibition, % at 15.6 µM | AID 651687 | U2OS PGC1a acetylation, AlphaScreen anti-acetyl-lysine; with virally co-expressed GCN5 acetyltransferase | 0.17% of 350,000 active;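 active = every replicate shows inhibition of at least 40%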;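 note: 0% = neutral control wells and 100% = positive control wells; some results beyond the cut were filed as inactive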
F508del corr – CFTR F508del correction in bronchial cells. activity (quench increase), % at 7.58 µM. 0.36% of 350,000 active. CFBE cells, YFP halide quenching; stimulated with forskolin plus potentiator P3; % fluorescence drop versus neutral controls. AID 720511;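 active = mean added fluorescence quench of at least 8% versus neutral control, with both replicates also reaching 8%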;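 note: cells transiently co-express mutant CFTR-F508del with the halide-sensitive YFP; corrector assay measuring rescue of mutant channel to the surface after 24 h compound exposure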
miR-122 sensor – blocks miR-122 activity in Huh7 sensor cells; Huh7 miR-122 Renilla luciferase sensor, 48 h; neutral wells = 0, positive control = 100; activation (reporter increase), % at 12.5 µM; 0.3% of 340,000 active;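 active = mean replicate activation score at least 90 and every replicate individually at or above 90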;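 note: higher luciferase means less miR-122 activity so hits act as miR-122 inhibitors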
Cneo AK release – Cryptococcus neoformans lysis via adenylate kinase release. C. neoformans lysis, adenylate kinase release luminescence, 4 h; normalised: neutral wells 0, clomiphene wells 100. lysis activity, % at 15 µM. 0.2% of 360,000 active. AID 651654;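 active = mean lysis activity across replicates of at least 80%, whatever share of replicates individually reach that level; inactive = mean lysis activity below 80%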
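Schedule: static 4 h at 37 °C with compound, 1 h detection; system: C. neoformans cells; benchmarks: Clomiphene as positive control; buffer or medium: fresh YPD medium; measure: luminescence rise reflecting yeast cell lysis; measured by: luminescent adenylate kinase detection reagent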
PglD DTNB – blocks C. jejuni PglD acetyltransferase activity; purified PglD enzyme, DTNB colorimetric CoA detection; inhibition, % at 12.5 µM; 0.098% of 360,000 active; in the data active = inhibition above about 16%, passing the limit was not always enough; note: strong numbers were not always called active
Active calls of the source: *; / = not tested or not shown; [ ] = dose if it differs, or a comment.

Field names – A = C2C12 statin; B = GSIS activator; C = FN deposit inh; D = PGC1a acetyl inh; E = F508del corr; F = miR-122 sensor; G = Cneo AK release; H = PglD DTNB
> OC(c1cccc(Cl)c1)c1nccc2ccccc12 (stereo unspecified)
  A = 15 | B = 4 | C = 1 | D = 1 | E = -0.9 | F = -4 | G = 0 | H = -1

> CC1(C)Cc2c(sc3nc(-c4ccccc4)n(N)c(=O)c23)CO1
  A = -10 | B = -4 | C = / | D = 12 | E = / | F = -4 | G = -1 | H = -5

> CC1(C(=O)Nc2cnc3ccccc3c2)CCN1C(=O)CC(c1ccccc1)c1ccccc1 (stereo unspecified)
  A = -19 | B = / | C = -16 | D = -8 | E = -1.3 | F = -5 | G = -1 | H = 3

> Cc1cccc(C)c1NC(=O)C(=O)NCCc1c[nH]c2ccccc12
  A = 38 | B = -4 | C = 5 | D = 1 | E = 1.5 | F = -2 | G = -1 | H = 2

> Cc1[nH]n(-c2ccccc2)c(=O)c1N=Nc1nccs1
  A = 5 | B = / | C = 5 | D = 16 | E = / | F = -2 | G = -2 | H = /

> CC(C)C(=O)NC(NC(=S)Nc1cccc2cccnc12)C(Cl)(Cl)Cl (stereo unspecified)
  A = 16 | B = -9 | C = -9 | D = -3 | E = / | F = 4 | G = 1 | H = 0

> Cc1noc(C)c1CSCC(=O)NCCN1C(=O)S/C(=C\c2ccccc2F)C1=O
  A = -1 | B = 2 | C = -2 | D = -4 | E = -0.5 | F = -2 | G = 0 | H = 0

> CCN(CCCNC(=O)CCNC(=O)Cn1ccc2ccccc2c1=O)c1ccccc1
  A = 1 | B = -15 | C = / | D = 0 | E = / | F = -1 | G = 2 | H = 2

> CC1CC(C)CN(CCCNC(=O)C2CCC(=O)N2C2CCCC2)C1 (stereo unspecified)
  A = -14 | B = 7 | C = / | D = 4 | E = -0.3 | F = 1 | G = 2 | H = 1

> Cc1[nH]c2ccccc2c1C(=O)CSc1nncn1C
  A = 26 | B = / | C = / | D = -21 | E = / | F = 2 | G = -1 | H = -3

> O=C(Cc1ccc(Cl)cc1)N/N=C/c1ccncc1
  A = 4 | B = 25 | C = 1 | D = / | E = 1.0 | F = 1 | G = 1 | H = -4

> CNc1ccc(-c2cccc(CO)c2)cn1
  A = -3 | B = -11 | C = -1 | D = 4 | E = 3.9 | F = -5 | G = 3 | H = -1

> CCc1ccc(C(=O)COC(=O)c2cccc(N3C(=O)c4c(C)nc5ccccc5c4C3=O)c2)cc1
  A = -2 | B = / | C = -13 | D = -2 | E = / | F = -5 | G = -4 | H = -2

> COc1cc(C)nc(N2CCC(C(=O)NCC3CCCO3)CC2)n1 (stereo unspecified)
  A = 13 | B = 13 | C = 7 | D = 7 | E = -0.8 | F = 0 | G = 1 | H = 3

> CCOc1ccc(OCC)c(NC(=O)C2CCCN(S(=O)(=O)c3c(C)n[nH]c3C)C2)c1 (stereo unspecified)
  A = 2 | B = 3 | C = 11 | D = 3 | E = -3.2 | F = / | G = -1 | H = 1

> O=[N+]([O-])c1ccccc1CSc1nnc2ccccn12
  A = 4 | B = 3 | C = 17 | D = -1 | E = 1.8 | F = 2 | G = / | H = /

> O=C(Cc1ccc(F)cc1)Nc1ccccc1N1CCCC1
  A = / | B = -24 | C = / | D = / | E = 1.4 | F = / | G = 0 | H = 1

> CN1C(=O)c2cc(NC(=O)Cc3cccs3)ccc2OC[C@@H]2O[C@@H](CC(=O)NCCCN3CCOCC3)CC[C@H]21
  A = -5 | B = -3 | C = -6 | D = 8 | E = -0.2 | F = -8[16.7 µM] | G = -2 | H = 0

> CCCn1c(SCC(=O)NC(C)C)nc2sc3c(c2c1=O)CCC3
  A = 0 | B = 5 | C = 0 | D = / | E = -0.4 | F = / | G = 2 | H = -2

> C=CCOc1ccc(C=NNc2ccc(S(=O)(=O)Nc3ccccc3C(=O)O)cc2[N+](=O)[O-])cc1OC
  A = 2 | B = -8 | C = -6 | D = 1 | E = -6.3 | F = -8 | G = 1 | H = -1

Record cards, as listed above. Screens in order: C2C12 statin, GSIS activator, FN deposit inh, PGC1a acetyl inh, F508del corr, miR-122 sensor, Cneo AK release, PglD DTNB
O=[N+]([O-])c1ccccc1CSc1nnc2ccccn12 as listed: 4, 3, 17, -1, 1.8, 2, /, /
O=C(Cc1ccc(F)cc1)Nc1ccccc1N1CCCC1 as listed: /, -24, /, /, 1.4, /, 0, 1
CN1C(=O)c2cc(NC(=O)Cc3cccs3)ccc2OC[C@@H]2O[C@@H](CC(=O)NCCCN3CCOCC3)CC[C@H]21 as listed: -5, -3, -6, 8, -0.2, -8[16.7 µM], -2, 0
CCc1ccc(C(=O)COC(=O)c2cccc(N3C(=O)c4c(C)nc5ccccc5c4C3=O)c2)cc1 as listed: -2, /, -13, -2, /, -5, -4, -2

New compounds follow
Values run as follows: C2C12 statin	GSIS activator	FN deposit inh	PGC1a acetyl inh	F508del corr	miR-122 sensor	Cneo AK release	PglD DTNB
O=C(Nc1ccncc1NC(=O)c1cccc([N+](=O)[O-])c1)c1cccc([N+](=O)[O-])c1
→ /	19	9	1	-1.4	/	0	1
O=C(N[C@@H]1CC[C@@H](CCn2cc(C3CCCC3)nn2)O[C@H]1CO)c1cccnc1
→ /	1	-6	4	1.8	/	/	/
CN(C)CCNC(=O)c1cccc2nc3c(ccc4ccccc43)nc12
→ /	-8	0	6	19*	-7	/	/
Cc1c(NC(=O)CSc2nc3ccccc3[nH]2)c(=O)n(-c2ccccc2)n1C
→ -3	/	/	0	/	1	3	-1
CCCC(=O)Nc1ccc2c(c1)OC[C@H](C)N(C(=O)C1CCCC1)C[C@@H](C)[C@@H](OC)CN(C)C2=O
→ -5	3	6	0	1.9	-7[16.7 µM]	1	-4
O=C(NCc1nnnn1-c1ccc(Cl)cc1)C1CC(=O)N(c2ccc(F)cc2)C1 (stereo unspecified)
→ -14	-42	3	-10	0.1	-2	0	-3
C/C=C/c1cnc2c(c1)C(=O)N([C@H](C)CO)C[C@@H](C)[C@H](CN(C)C(=O)Nc1ccc(C(F)(F)F)cc1)O2
→ -14	-1	/	2	2.2	13[16.7 µM]	-2	-2
CC(NC(=O)COC(=O)C1=COCCO1)C12CC3CC(CC(C3)C1)C2 (stereo unspecified)
→ -1	-13	0	1	-1.0	/	/	/
Cc1ccc(C(NC(=O)C2CCN(CCCOc3ccccc3)CC2)c2ccccn2)cc1 (stereo unspecified)
→ -1	/	-6	-10	-1.1	-5	1	-2
O=S(=O)(c1ccc2c(c1)OCCO2)N1CCC(O)(c2ccc(Cl)cc2)CC1
→ 25	/	-15	1	/	4	-7	-1
O=C(CCN1C(=O)C2CCCCC2C1=O)Nc1nc2ccc(F)cc2s1 (stereo unspecified)
→ -1	1	-2	-2	0.5	0	-1	1
COC(=O)N/N=C/c1cn(CCOc2ccccc2OC)c2ccccc12
→ 1	-6	4	-7	-0.7	8	0	1
C[C@@H]1CN([C@@H](C)CO)C(=O)c2cc(NC(=O)c3ccccc3)ccc2O[C@@H](C)CCCCO[C@@H]1CN(C)C(=O)CCC(F)(F)F
→ /	-11	-10	0	1.3	1[16.7 µM]	-3	-1
O=C1CCN(CCc2ccccc2)CCN1[C@H](COc1ccccc1)Cc1ccccc1
→ -9	-2	5	-2	-1.0	5	3	12
Cc1ccc(S(=O)(=O)c2nc(-c3cccs3)oc2NCc2cccnc2)cc1
→ 1	-3	1	/	1.0	/	0	1
Cc1ccc2oc(NC(=O)N3CCOCC3)cc(=O)c2c1
→ -6	/	18	-4	/	4	-11	-6
O=C(NCCCN1CCOCC1)[C@H]1N[C@H]2c3ccc(C4=CCCC4)c(=O)n3C[C@H]2[C@@H]1CO
→ -10	10	/	-1	1.7	0[16.7 µM]	0	-2
CCOC(=O)N1CCN(c2cc(=O)n(-c3cccc(Br)c3)c(=O)[nH]2)CC1
→ 7	-1	-1	-6	-4.0	-2	-3	1
CCCc1cc(C(=O)OCC(=O)N2CCN(c3ccc(OC)cc3)CC2)sc1C
→ 18	-46	-2	8	-2.1	-4	2	-3
CCC(=O)c1ccc(OCc2ccc(C(=O)OC)o2)c(OC)c1
→ -12	/	/	-5	/	2	0	2
O=C(NCC[C@@H]1CC[C@@H](NC(=O)C2CCOCC2)[C@@H](CO)O1)c1cc(Cl)cc(Cl)c1
→ -3	-2	-13	10	-0.2	/	-13	6
CCN(CC)CCNC(=O)C1CCC(=O)N1CCc1ccccc1 (stereo unspecified)
→ /	/	/	10	/	-3	-27	0
Cc1ccc(S(=O)(=O)N2CCCC2C(=O)Nc2nc3ccccc3s2)cc1 (stereo unspecified)
→ 22	-45	/	-25	0.0	2	-1	-1
CC(C)c1ccc(C2(C)NC(=O)N(C(C)C(=O)Nc3ccc(N4CCOCC4)cc3)C2=O)cc1 (stereo unspecified)
→ 6	-1	2	/	1.9	6	3	5
O=C(CCNS(=O)(=O)c1cccc2nonc12)NC1CCCc2ccccc21 (stereo unspecified)
→ 4	/	36*	6	/	25	-4	-2
CC(C)c1ccc(NC(=O)COC(=O)Cn2cnc3c2c(=O)n(C)c(=O)n3C)cc1
→ -8	20	7	1	-2.3	1	2	0
CCCS(=O)(=O)NC(=O)C1(C)CCN(C(=O)c2ccc(C(=O)OC)cc2)C1 (stereo unspecified)
→ -10	8	1	-14	-2.9	-4	7	-2
CC(C)(C)SCCNC(=O)c1ccc(Cl)c(S(=O)(=O)N2CCOCC2)c1
→ 8	/	/	/	/	-3	6	-1
COc1ccc(Oc2ccc(N/C=C/C(=O)C(C)(C)C)cc2)cc1
→ 14	-14	-9	-13	-2.1	-21	/	/
CC1CCCCC1NC(=S)NC(=O)c1sc2ccccc2c1Cl (stereo unspecified)
→ /	2	-13	4	2.7	/	/	/
O=C(CNCc1ccco1)Nc1cc(S(=O)(=O)N2CCOCC2)ccc1N1CCCC1
→ 14	19	0	-6	0.6	2	0	3
COc1cc(C(=O)Nc2ccc3c(c2)OCO3)c([N+](=O)[O-])cc1OC
→ /	-2	-1	11	-0.2	0	-3	0

Not a retest: two of the compounds above.
Values run as follows: C2C12 statin	GSIS activator	FN deposit inh	PGC1a acetyl inh	F508del corr	miR-122 sensor	Cneo AK release	PglD DTNB
O=C(CNCc1ccco1)Nc1cc(S(=O)(=O)N2CCOCC2)ccc1N1CCCC1
→ 14	19	0	-6	0.6	2	0	3
COc1cc(C(=O)Nc2ccc3c(c2)OCO3)c([N+](=O)[O-])cc1OC
→ /	-2	-1	11	-0.2	0	-3	0

Not a hit list. About 2.1% of those tested had a hit in this group.
